Screening results (PubChem BioAssay)
FLuc counter: qHTS profiling assay for firefly luciferase inhibitor/activator using purifed enzyme and Km concentrations of substrates (counterscreen for miR-21 project). Potency, µM (titrated, usually from 57.5 µM), for the others: at the highest dose activity change, negative = inhibition, hits mostly inhibitors. hit rate 6.9% among 360,000. purified FLuc, Km substrates, luminescence inhibition;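 also: plate controls were vehicle for no effect and reference inhibitor for full effect; nearly all actives have a fitted effect of over 55% in size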
Target sequence (P08659 whole entry, looked up): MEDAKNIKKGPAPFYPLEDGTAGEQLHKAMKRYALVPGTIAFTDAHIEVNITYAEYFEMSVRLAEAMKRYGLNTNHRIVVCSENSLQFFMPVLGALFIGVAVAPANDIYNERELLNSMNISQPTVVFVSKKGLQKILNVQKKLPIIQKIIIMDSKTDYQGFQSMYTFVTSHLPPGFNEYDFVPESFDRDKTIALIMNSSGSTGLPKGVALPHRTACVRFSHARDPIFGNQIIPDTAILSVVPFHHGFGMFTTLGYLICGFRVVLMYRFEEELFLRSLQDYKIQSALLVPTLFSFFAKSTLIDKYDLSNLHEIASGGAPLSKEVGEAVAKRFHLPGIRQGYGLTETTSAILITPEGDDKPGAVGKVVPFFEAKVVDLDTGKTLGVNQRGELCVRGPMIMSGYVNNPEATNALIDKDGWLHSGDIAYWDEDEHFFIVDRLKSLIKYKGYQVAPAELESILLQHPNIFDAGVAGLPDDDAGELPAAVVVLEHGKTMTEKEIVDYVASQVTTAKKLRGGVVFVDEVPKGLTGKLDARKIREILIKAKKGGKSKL
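Biochemical qHTS of compounds, final roughly 60 µM downward over six points, against 10 nM purified firefly luciferase using Km concentrations of substrates (10 uM D-luciferin, 10 uM ATP) in Tris acetate pH 7.5 buffer; luminescence output.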
Rab9 prom act: qHTS Assay for Rab9 Promoter Activators | Huh7 Rab9 promoter-luciferase reporter, luminescence, 24 h | Potency, µM (series often up to 9.22 µM), for the others: at the highest dose activation, negative = inhibition, actives largely listed as activators | hit rate 2.8% among 320,000 | AID 485297, 2010; also: % of control where 0% means no effect; nearly all actives have a fitted effect of over 60% in size
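Huh7 cells stably carrying Rab9 promoter–luciferase reporter, plated 1500 cells/well, compound added after 2 h and incubated 24 h at 37 °C; luciferase luminescence then read after 10 min with detection reagent.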
Gal4-VP16 FLuc: VP16 counterscreen qHTS for inhibitors of ROR gamma transcriptional activity; Drosophila S2 Gal4-VP16 UAS-luciferase, luminescence, 20 h; Potency, µM (doses to about 53.6 µM), for inactives: top-dose activity, negative = inhibition, hits mostly inhibitors; hit rate 3.5% among 310,000; AID 2546, 2010;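 also: Gal4-VP16 expression switched on by copper sulfate through the metallothionein promoter; % is scaled to controls: 0 for no effect and ±100 for the full control effect; nearly all actives have a fitted effect of over 50% in size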
ELG1 genotox: qHTS screen for small molecules that induce genotoxicity in human embryonic kidney (HEK293T) cells expressing luciferase-tagged ELG1 | hit rate 1.3% among 330,000 | Potency, µM (highest dose often 46 µM), inactives show at the highest dose activity change, positive = activation, usual class: activators | HEK293T ELG1-luciferase reporter, luminescence, 16 h; also: % of control where 0% means no effect; nearly all actives have a fitted effect of over 60% in size
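HEK293T cells expressing luciferase-tagged ELG1 were treated with compound or DMSO for 16 hr at 37°C. Luciferase activity was then read after 30 min with ONE-Glo at room temperature; rising signal flags genetic stress.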
RORgamma inh: qHTS for inhibitors of ROR gamma transcriptional activity; Nuclear receptor ROR-gamma (Mus musculus), P51450; Drosophila S2 Gal4-RORgamma UAS-luciferase reporter, 20 h; Potency, µM (highest dose often 53.6 µM), without a hit: at the highest dose activity change, negative = inhibition, hits mostly inhibitors; hit rate 5.4% among 310,000; AID 2551, 2010; also: % is scaled to controls: 0 for no effect and ±100 for the full control effect; nearly all actives have a fitted effect of over 60% in size
Target sequence (P51450 whole entry, looked up, the tested form may be a part): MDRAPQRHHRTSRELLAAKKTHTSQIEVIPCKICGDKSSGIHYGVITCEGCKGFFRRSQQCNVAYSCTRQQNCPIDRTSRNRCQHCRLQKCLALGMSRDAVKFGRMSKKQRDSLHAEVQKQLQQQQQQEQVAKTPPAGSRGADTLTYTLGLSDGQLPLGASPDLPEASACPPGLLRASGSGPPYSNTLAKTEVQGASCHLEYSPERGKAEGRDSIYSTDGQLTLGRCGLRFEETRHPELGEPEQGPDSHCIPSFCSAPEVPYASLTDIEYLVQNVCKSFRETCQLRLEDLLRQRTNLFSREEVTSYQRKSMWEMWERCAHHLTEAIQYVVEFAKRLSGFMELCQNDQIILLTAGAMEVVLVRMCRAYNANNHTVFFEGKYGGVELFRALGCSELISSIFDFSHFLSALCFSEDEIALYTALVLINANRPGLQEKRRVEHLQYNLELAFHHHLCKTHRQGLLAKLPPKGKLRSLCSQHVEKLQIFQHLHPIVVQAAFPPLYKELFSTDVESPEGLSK
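Stable Schneider cell line, Gal4 DNA-binding domain fused to ROR gamma, UAS-luciferase. Cmpd 1 hr RT → CuSO4 700 uM final → 20 hr RT → luciferase reagent 10 min → luminescence.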
BRCA1 expr up: qHTS Assay to Identify Small Molecule Activators of BRCA1 Expression; MCF7-BRCA1-FFLuc reporter, luminescence, 48 h; response scale: scaled: vehicle 0%, 10 µM genistein 100%; Potency, µM (titrated, usually from 46.1 µM), inactives show at the top dose activation, actives largely listed as activators; hit rate 1.1% among 380,000; also: nearly all actives have a fitted effect of over 80% in size; some results filed as inactive show a strong effect at the top dose
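48 h compound treatment of MCF7-BRCA1-FFLuc cells (phenol-red free MEM, 37 °C), then 15 min with luciferase substrate and luminescence imaging.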
p53 reactivation: qHTS assay for re-activators of p53 using a Luc reporter; AID 504706, 2011; Potency, µM (top dose mostly 92.2 µM), for the others: at the top dose activity change, positive = activation, usual class: activators; H1299 p53-A138V BP100-luciferase reporter, luminescence, 24 h; hit rate 0.063% among 320,000; also: % of control where 0% means no effect; nearly all actives have a fitted effect of over 45% in size
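p53-null H1299 cells stably carrying temperature-sensitive p53-A138V and a BP100-luciferase reporter were pinned with compounds (4-point, 1:5 series) and held 24 hrs at 37 deg C. Luminescence was read 10 min after detection reagent.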
NPC1 promoter act: qHTS Assay for NPC1 Promoter Activators | Huh7 NPC1 promoter luciferase reporter, 24 h | Potency, µM (series often up to 9.22 µM), for the others: at the top dose activation, hits mostly activators | hit rate 2.4% among 320,000;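 also: % of control where 0% means no effect; nearly all actives have a fitted effect of over 60% in size; reporter is driven by a mutant NPC1 promoter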
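Readout is luciferase luminescence, reflecting NPC1 promoter activation in stably transfected Huh7 cells after 24 h compound exposure at 37 °C in reduced-serum medium with 10% FBS.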
uPA generation: qHTS for Inhibitors of Cell Surface uPA Generation. cell surface uPA generation assay, qHTS. Potency, µM (series often up to 38.3 µM), for inactives: at the top dose activity change, negative = inhibition, hits mostly inhibitors. hit rate 0.31% among 330,000. AID 540303, 2011; active = well fitted inhibition curve with a large enough effect; inconclusive = small, poorly fitted or top-dose-only effect; inactive = no such curve, though single readings can be large or run the other way; tested in mouse RAW 264.7 cells; also: % is scaled to controls: 0 for no effect and ±100 for the full control effect; nearly all actives have a fitted effect of over 55% in size
MBNL1-CUG inh: qHTS Assay for Inhibitors of MBNL1-poly(CUG) RNA binding. Muscleblind-like protein 1 (Homo sapiens), Q9NR56. TR-FRET MBNL1-His/biotin-(CUG)12 binding, 665/545 ratio. Potency, µM (series often up to 57.5 µM), inactives show at the top dose activity change, negative = inhibition, actives largely listed as inhibitors. hit rate 0.036% among 280,000. AID 2675, 2010; active = well fitted inhibition curve with a large enough effect in the signal ratio, with a control signal flat, not every such curve was filed as active; inconclusive = small, poorly fitted or top-dose-only effect, or effect the other way, or a change in a side signal; inactive = no such curve, though single readings can be large or run the other way; the % refers to the signal ratio; also: % is scaled to controls: 0 for no effect and ±100 for the full control effect
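His-tagged MBNL1 binding to biotinylated (CUG)12 RNA was measured by TR-FRET using terbium anti-His antibody (0.055 ng/ul final) and streptavidin-XL665 (5 nM final). Compounds were titrated 92 nM to 58 uM; 60 min at room temperature.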
* hit, by the source's call; ? = inconclusive; . = no result given; & = joins results of further samples; [ ] = remark or other dose. Unless noted, calls follow the shape of the dose curve; as a rule, active = well fitted curve in the direction sought with a large enough effect; inconclusive = small, poorly fitted or top-dose-only effect, or another doubt; inactive = no such curve, though single readings can be large; an effect the other way counts as inactive or inconclusive. Potency is read from the fitted curve at half-maximal effect. Random draw from the library; about 13% have a hit in one of these screens.

SMILES	FLuc counter	Rab9 prom act	Gal4-VP16 FLuc	ELG1 genotox	RORgamma inh	BRCA1 expr up	p53 reactivation	NPC1 promoter act	uPA generation	MBNL1-CUG inh
Cc1nc(C)c(C(=O)N/N=C/c2c[nH]c3ccccc23)s1	?	-6%	-2%	9%	-10%	-56%	-1%	-4%	-4%	5%
Cc1cc(C)cc(NC(=O)Cc2ccc(NC3=NC4CS(=O)(=O)CC4S3)cc2)c1 (stereo unspecified)	-2%	5%	-15%	-2%	0%	23%	13%	-4%	40%[activator]	-4%
COc1ccc(OC)c(CC(NC(C)=O)C(=O)NC2CCN(c3nnnn3-c3ccccc3)CC2)c1 (stereo unspecified)	1%	-2%	-1%	2%	0%	-7%	-1%	-5%	20%	1%
O=C(CSc1nnc(-c2cccs2)n1Cc1ccco1)c1ccc2c(c1)OCO2	-6%	-5%	?	0%	-112%	9%	1%	2%	-2%	7%
CCOc1ccc(NC(=O)n2ncc3c(C)cccc32)cc1	1.3µM*	1.4µM*	1.1µM*	?	0.45µM*	?	?	0.45µM*	-9%	-3%
COc1ccc(OC)c(N(CC(=O)NCCSc2ccccc2)S(C)(=O)=O)c1	0%	-9%	8%	0%	-9%	-7%	3%	6%	-1%	-4%
COc1cccc2cc(-c3ccnc(=S)[nH]3)oc12	-18%	4%	?	3%	2.8µM*	.	-1%	5%	.	.
CCOC(=O)C1=CN(Cc2ccco2)S(=O)(=O)N(CC)C1c1ccccc1 (stereo unspecified)	.	.	.	2%	.	-20%	3%	.	?	.
N=C1/C(=C\c2ccc(-c3cccc(Cl)c3)o2)C(=O)N=C2SC=C(c3ccccc3)N12	-11%	1%	0%	-1%	58%	1%	8%	5%	2%	9%
Cc1ccc(C(=O)NCCSC(C)(C)C)cc1	?	0.56µM*	?	1.8µM*	?	31%	21%	0.5µM*	-5%	-8%
O=C(Nc1ccc(S(=O)(=O)Nc2ncccn2)cc1)c1cnc(Cl)c(Cl)c1	-12%	0%	6%	3%	-3%	-23%	-2%	-2%	3%	4%
COc1ccc(/C=N/n2cnnc2SCCO)cc1OC	?	-3%	1%	15%	10%	-1%	?	4%	-5%	?
Cc1[nH]nc(SCC(=O)N2CCOCC2)c1[N+](=O)[O-]	4%	-3%	2%	0%	2%	19%	0%	-2%	2%	4%
Cc1cc(C(=O)CCC(=O)N2CCN(c3ccccc3F)CC2)c(C)s1	0%	-8%	-15%	3%	40%	-9%	-3%	-4%	-15%	-2%
c1ccc2c(c1)ncn2CCn1cnc2ccccc21	-7%	6%	11%	2%	19%	21%	-4%	3%	1%	-5%
COc1ccc(-c2noc(CCC(=O)O)n2)cc1	-26%	-12%	?	0%	?	-11%	2%	-5%	0%	-14%
CC(=O)Nc1cccc(-c2nnc(SCC(=O)n3c4c(c5ccccc53)CCCC4)n2C)c1	?	12%	4%	-6%	13%	-3%	-3%	0%	1%	101%[activator]
Cc1ccccc1/C=N/N1C(=O)CSC1=S	2%	2%	-5%	0%	-24%	-15%	14%	-2%	-9%	23%
COc1ncnc(OC)c1S(=O)(=O)Nc1ccc(C(F)(F)F)cc1	0%	-4%[1.84 µM]	1%	-2%	-3%	-9%	-1%	-6%	6%	0%
O=C(O)C(CCCCN1C(=O)c2ccccc2C1=O)N1C(=O)c2ccccc2C1=O (stereo unspecified)	0%	-3%	-13%	0%	16%	-8%	4%	-10%	0%	16%
Cc1ccc(-n2nnnc2C(Cl)c2nnnn2-c2ccc(C)cc2)cc1	4%	-6%	8.9µM*	7%	11µM*	-20%	-48%[inhibitor]	-8%	-25%	-1%
CC(C)n1cnc2c(N(C)c3cccc(Cl)c3)nc(N(CCO)CCO)nc21	0%	-10%	7%	0%	1%	-19%	-6%	-8%	-3%	-4%
COCCNC(=O)c1cccc(NS(=O)(=O)c2cccc3cccnc23)c1	-2%	1%	-11%	-1%	-14%	-20%	-15%	-6%	3%	-17%
O=C(COC(=O)c1cccs1)Nc1cccc(S(=O)(=O)NC2=NCCCCC2)c1	5%	-6%	-8%	1%	-19%	2%	3%	-5%	1%	-6%
Cc1cccc(-n2nc([N+](=O)[O-])c(=NCc3cccnc3)n2O)c1	-7%	14%	-9%	1%	?	4%	11%	25%	-8%	?
CCC(C)C(=O)Nc1nccs1 (stereo unspecified)	?	3%	18µM*	11%	5.6µM*	-1%	1%	9%	2%	1%
CCN(CC(=O)Nc1ccccc1C(=O)OC)S(=O)(=O)c1ccc(OC)cc1	1%	2%	10%	-4%	2%	-15%	-3%	0%	-1%	-6%
COc1ccc(/C=C/C(=O)N2CCC(C(N)=O)CC2)cc1S(=O)(=O)N1CCOCC1	-2%	-5%	8%	2%	-12%	-13%	0%	-3%	3%	?
CN(C)N1C(N)=C(C#N)C(c2ccccc2F)C2=C1CC(C)(C)CC2=O (stereo unspecified)	0%	2%	-13%	-3%	7%	-2%	-3%	-8%	-2%	-3%
COc1cccc(-c2nnc(NC(C)=O)o2)c1	-19%	5%	?	3%	?	3%	4%	-1%	3%	-3%
CCOc1ccc(-c2csc(NNC3=NCCCCC3)n2)cc1	?	15%	-9%	8%	?	4%	1%	9%	2%	22%
O=C(N/N=C/C1CC2CCC1C2)c1c[nH]c2ccccc12 (stereo unspecified)	4.8µM*	-4%	6%	-1%	-30%	46%	3%	0%	-4%	-1%
O=C(Nc1nc2c(s1)CCCC2)c1ccc2ncsc2c1	2.4µM*	?	?	?	1.8µM*	0%	?	?	?	-21%
CCOC(=O)Cn1c(-c2ccccc2)ccc(C#N)c1=O	1%	-2%	-7%	-5%	-25%	0%	7%	-2%	0%	-3%
O=C(/C=C/c1ccc(Cl)c([N+](=O)[O-])c1)Nc1cccc(NC(=O)c2ccco2)c1	?	-3%	?	-2%	?	-87%[inhibitor]	?	-31%[inhibitor]	-20%	.
CC(C)(C)c1ccc(C2(C)NC(=O)N(CC(=O)NCc3cccs3)C2=O)cc1 (stereo unspecified)	-2%	-1%	-14%	-2%	?	-13%	-9%	-3%	7%	4%
CC1(C(=O)NC2CCCCC2)CCC(=O)N1Cc1ccc2c(c1)OCO2 (stereo unspecified)	0%	-1%	3%	1%	-3%	0%	0%	-1%	1%	-17%
CCN(C(=O)CCS(=O)(=O)c1ccc2c(c1)oc(=O)n2C)c1ccc(OC)cc1	1%&6%	-7%	-6%	1%	9%	10%	4%	-2%	0%	-5%
Cc1ccccc1C(=O)Nc1ccccc1NC(=O)c1ccccc1C	0%	-2%	-2%	-9%	-11%	-16%	-1%	-1%	-2%	-1%
COCCNC(=S)N/N=C(\C)c1cc2ccccc2o1	-16%	15%	4.5µM*	1%	5µM*	26%	?	13%	6%	?
CCOC(=O)c1c(C)[nH]c(C)c1C(=O)COC(=O)c1ccc(Cl)nc1	.	.	.	1%	.	-8%	-5%	.	-3%	.

Random excerpt: 2 entries already listed.
SMILES	FLuc counter	Rab9 prom act	Gal4-VP16 FLuc	ELG1 genotox	RORgamma inh	BRCA1 expr up	p53 reactivation	NPC1 promoter act	uPA generation	MBNL1-CUG inh
COc1ccc(/C=N/n2cnnc2SCCO)cc1OC	?	-3%	1%	15%	10%	-1%	?	4%	-5%	?
COc1cccc2cc(-c3ccnc(=S)[nH]3)oc12	-18%	4%	?	3%	2.8µM*	.	-1%	5%	.	.

Full records, looked up by structure.
COc1cccc(-c2nnc(NC(C)=O)o2)c1 as listed: FLuc counter: -19%; Rab9 prom act: 5%; Gal4-VP16 FLuc: ?; ELG1 genotox: 3%; RORgamma inh: ?; BRCA1 expr up: 3%; p53 reactivation: 4%; NPC1 promoter act: -1%; uPA generation: 3%; MBNL1-CUG inh: -3%
CCOC(=O)Cn1c(-c2ccccc2)ccc(C#N)c1=O as listed: FLuc counter: 1%; Rab9 prom act: -2%; Gal4-VP16 FLuc: -7%; ELG1 genotox: -5%; RORgamma inh: -25%; BRCA1 expr up: 0%; p53 reactivation: 7%; NPC1 promoter act: -2%; uPA generation: 0%; MBNL1-CUG inh: -3%

Filtered by structure, the entries above with a tert-butyl group.
SMILES	FLuc counter	Rab9 prom act	Gal4-VP16 FLuc	ELG1 genotox	RORgamma inh	BRCA1 expr up	p53 reactivation	NPC1 promoter act	uPA generation	MBNL1-CUG inh
Cc1ccc(C(=O)NCCSC(C)(C)C)cc1	?	0.56µM*	?	1.8µM*	?	31%	21%	0.5µM*	-5%	-8%
CC(C)(C)c1ccc(C2(C)NC(=O)N(CC(=O)NCc3cccs3)C2=O)cc1 (stereo unspecified)	-2%	-1%	-14%	-2%	?	-13%	-9%	-3%	7%	4%
